# Compound activity: PubChem BioAssay, National Center for Advancing Translational Sciences (NCATS)
# GLP1R cytotox: qHTS of GLP-1 Receptor Inverse Agonists: Cytotox Screen; HEK293 cAMP-luciferase reporter cells, luminescence, 24 h; Potency, µM (highest dose often 38.3 µM), for inactives: at the highest dose activity change, negative = inhibition, usual class: inhibitors; 410,000 tested, 0.13% active; AID 624418, 2012;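 further: loss of luciferase light is scored as toxicity; potency means the concentration at half of the fitted maximal effect; on the % scale 0 is the no-effect control and ±100 the full control effect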
#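 MLSMR compounds, 24 hr on cells at 37 deg C/5% CO2; luminescence after luciferase reagent (12 min RT). Inhibition counted as the undesired cytotoxic outcome.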
# EPAC1 antag: qHTS for Antagonist of cAMP-regulated guanine nucleotide exchange factor 3 (EPAC1): primary screen; EPAC1 GEF assay, Rap1b-BODIPY-GDP exchange fluorescence; 360,000 tested, 0.14% active; Potency, µM (top dose mostly 115 µM), inactives show at the highest dose activity change, negative = inhibition, usual class: inhibitors; Rap guanine nucleotide exchange factor 3 (Homo sapiens), O95398;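 further: potency means the concentration at half of the fitted maximal effect; plate controls were vehicle for no effect and positive control for full effect; nearly all actives have a fitted effect of over 50% in size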
# Target sequence (O95398 whole entry, looked up): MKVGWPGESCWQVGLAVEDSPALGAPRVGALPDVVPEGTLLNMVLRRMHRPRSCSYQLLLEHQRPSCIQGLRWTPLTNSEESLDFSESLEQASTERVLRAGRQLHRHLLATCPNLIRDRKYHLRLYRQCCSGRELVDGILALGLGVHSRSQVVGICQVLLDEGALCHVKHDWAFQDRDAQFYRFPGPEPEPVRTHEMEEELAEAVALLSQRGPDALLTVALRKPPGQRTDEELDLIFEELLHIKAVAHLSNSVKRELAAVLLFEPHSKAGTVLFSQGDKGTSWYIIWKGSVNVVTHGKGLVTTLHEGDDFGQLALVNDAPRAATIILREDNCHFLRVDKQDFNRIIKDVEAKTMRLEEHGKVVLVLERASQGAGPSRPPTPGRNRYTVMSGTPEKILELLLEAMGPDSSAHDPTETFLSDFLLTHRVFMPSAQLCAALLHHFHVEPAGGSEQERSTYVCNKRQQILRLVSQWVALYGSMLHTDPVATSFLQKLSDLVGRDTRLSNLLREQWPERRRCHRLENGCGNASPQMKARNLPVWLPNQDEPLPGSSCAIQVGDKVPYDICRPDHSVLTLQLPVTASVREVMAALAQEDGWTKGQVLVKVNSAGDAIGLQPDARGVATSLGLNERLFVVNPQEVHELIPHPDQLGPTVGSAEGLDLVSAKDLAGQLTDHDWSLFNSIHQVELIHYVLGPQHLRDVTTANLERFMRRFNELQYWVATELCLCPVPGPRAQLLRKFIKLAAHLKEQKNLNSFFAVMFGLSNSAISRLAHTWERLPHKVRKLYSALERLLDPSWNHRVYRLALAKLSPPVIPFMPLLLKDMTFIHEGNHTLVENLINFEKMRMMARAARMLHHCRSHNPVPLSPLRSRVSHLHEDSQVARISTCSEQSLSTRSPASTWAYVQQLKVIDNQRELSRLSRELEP
# EPAC1 agonist: qHTS for Agonist of cAMP-regulated guanine nucleotide exchange factor 3 (EPAC1): primary screen | Rap guanine nucleotide exchange factor 3 (Homo sapiens), O95398 | EPAC1 agonist qHTS, biochemical assay; response scale: 100% = response to 6.5 mM cAMP | Potency, µM (series often up to 154 µM), for inactives: at the top dose activation, usual class: activators | 360,000 tested, 0.073% active | AID 720707, 2013; further: potency means the concentration at half of the fitted maximal effect; nearly all actives have a fitted effect of over 60% in size
#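 Nucleotide exchange by EPAC1 (100 nM) on Rap1B–BODIPY-GDP (250 nM) in the presence of 50 uM GDP is tracked fluorescently at 480/540 nm over 30 min. Signals are normalized to a 6.5 mM cAMP control.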
# PI5P4K alpha inh: qHTS for Inhibitors of phosphatidylinositol 5-phosphate 4-kinase (PI5P4K); 330,000 tested, 1.2% active; Phosphatidylinositol 5-phosphate 4-kinase type-2 alpha (Homo sapiens), P48426; max response, %; AID 652105, 2013; PI5P4Kalpha enzyme, ADP-Glo luminescence, 60 min; hits give low values; active means max response of -50% or lower; inconclusive means between -30% and -50%; inactive means -30% or higher; further: value at the top dose of about 77 µM; on the % scale 0 is the no-effect control and ±100 the full control effect
#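 PI5P4Kalpha ADP-Glo assay; 5 microM ATP final; 60 min RT reaction; HEPES pH 7.4/EGTA/CHAPS, 5% DMSO; controls lacking substrate or enzyme; luminescent end-point.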
# GLP1R inv ag: qHTS of GLP-1 Receptor Inverse Agonists (Inhibition Mode); Glucagon-like peptide 1 receptor (Homo sapiens), P43220; HEK293 GLP-1R CRE-luciferase, luminescence, 24 h; GLP-1R form is constitutively active; Potency, µM (titrated, usually from 38.3 µM), without a hit: at the top dose activity change, negative = inhibition, actives largely listed as inhibitors; 410,000 tested, 1.6% active; AID 624417, 2012; further: potency means the concentration at half of the fitted maximal effect; on the % scale 0 is the no-effect control and ±100 the full control effect; nearly all actives have a fitted effect of over 55% in size
#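 Cells are plated, allowed 12 hours at 37 deg C, then treated with compounds for 24 hr before luciferase detection reagent is added and luminescence is read after 12 min at room temperature. The HEK293 line carries constitutively active GLP-1R with a cAMP-responsive reporter.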
# IL-2 act: qHTS of IL-2 Activators | IL-2 activation reporter assay, cell-based qHTS; stimulated with anti-CD3/CD4/CD28 beads; in transgenic mouse T cells | AID 652025, 2013 | activation, % (series mostly up to about 46 µM) | 360,000 tested, 0.065% active; in the data active means activation above about 50%; inconclusive means mostly about 30% to 49%; further: 0% is about no effect
#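 Screening format: compound pinned onto unstimulated transgenic mouse T cells, 60 min incubation, then anti-CD3/anti-CD4/anti-CD28 bead stimulation for 18 hours at 37 degrees C, followed by EGFP and DsRed detection.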
# GLP-1R agonist: qHTS of GLP-1 Receptor Agonists. Glucagon-like peptide 1 receptor (Homo sapiens), P43220. HEK293 GLP-1R CRE-luciferase, luminescence, 4-6 h; cells express a hypersensitive GLP-1R form. Potency, µM (series often up to 45.6 µM), inactives show top-dose activation, most hits filed as activators. 380,000 tested, 0.007% active; further: potency means the concentration at half of the fitted maximal effect; % of control where 0% means no effect
# PTHR1 ag: qHTS for PTHR1 Agonists: Primary Screen. HEK293 GP2 PTHR1 cells, GloSensor cAMP luminescence, 1 h. 410,000 tested, 0.075% active. Parathyroid hormone/parathyroid hormone-related peptide receptor (Homo sapiens), Q03431. Potency, µM (highest dose often 115 µM), inactives show at the top dose activation, most hits filed as activators. AID 743266, 2014; further: potency means the concentration at half of the fitted maximal effect; nearly all actives have a fitted effect of over 55% in size; some results filed as inactive show a strong effect at the top dose; inactives centre near -15; many of its hits are not listed in these tables
#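 HEK-293-derived GP2 cells expressing PTHR1 and a GloSensor cAMP reporter, 3,000/well, plated overnight, given luciferin plus IBMX (each 0.5 mM as added) for 1 h at 37 °C, then compound for 1 h at 37 °C. Luminescence was read after 15 min at room temperature.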
# PLK1 PBD block: qHTS for Inhibitors of PLK1-PDB (polo-like kinase 1 - polo-box domain): Primary Screen; Serine/threonine-protein kinase PLK1 (Homo sapiens), P53350; 360,000 tested, 2.8% active; Plk1 PBD binding of FITC phosphopeptide, fluorescence polarization; Potency, µM, without a hit: max response, negative = inhibition, actives largely listed as inhibitors; further: potency means the concentration at half of the fitted maximal effect; series mostly up to about 57 µM; on the % scale 0 is the no-effect control and ±100 the full control effect; nearly all actives have a fitted effect of over 65% in size
# * hit, by the source's call; i = inactive; ? = inconclusive; . = not tested or not shown; [ ] = dose if it differs, or a comment. Unless noted, the call rests on the fitted dose curve; in most records, active means well fitted curve in the direction sought with a large enough effect; inconclusive means small, poorly fitted or top-dose-only effect, or another doubt; inactive means no such curve, though single readings can be large; an effect the other way counts as inactive or inconclusive. Only part of the results is shown, so the mix of outcomes need not match the whole.
SMILES,GLP1R cytotox,EPAC1 antag,EPAC1 agonist,PI5P4K alpha inh,GLP1R inv ag,IL-2 act,GLP-1R agonist,PTHR1 ag,PLK1 PBD block
O=C(NCc1ccccc1)c1ccc2c(=O)n(CCCN3CCCC3=O)c(=S)[nH]c2c1,-22.2%,0.5%,-3.7%,-14.4,5.3%,-1.4,-14.8%,-42.4%[inhibitor][57.5 µM],-4.8%
CC(=O)NCc1ccc(C(=O)CCl)cc1,0.7%,2.2%,4.0%,0.3,74.1%[activator],-0.5,-0.1%,-23.4%,4.23µM*
CC(NC(=O)CCNS(=O)(=O)c1ccccc1)c1ccccc1 (stereo not drawn),8.0%,-14.7%,5.8%,4.7,2.2%,-0.7,-1.3%,-3.0%,-11.1%
CCOC(=O)N1CCN(Cc2nc(N)nc(Nc3ccc(C)cc3C)n2)CC1,-0.9%,6.2%,0.2%,8.9,20.2%,-0.2,5.8%,-5.2%,?
COc1ccc(/C(O)=C/Sc2nnc(Cc3ccccc3)o2)cc1,22.6%,?,6.6%,7.3,-8.9%,-0.5,0.1%,-85.7%[inhibitor],-15.7%
c1ccc(N2CCN(Cc3nnnn3C3CCCCC3)CC2)cc1,-24.7%,-6.2%,5.3%,.,-4.3%,-0.8,7.9%,2.4%[57.5 µM],-1.2%
CCC(C)NC(=O)CSc1c2c(nc3ccccc13)CCCC2 (stereo not drawn),-12.3%,-0.4%,0.6%,-18.3,31.8%,-3.9,-2.8%,-18.9%,16.8µM*
NCCC1CN(C(=O)OCc2ccccc2)c2ccccc21 (stereo not drawn),-14.8%,-3.3%,-0.3%,0.0,?,-0.6,5.9%,i,-5.1%
COc1ccc(C2C(C(C)=O)=C(C)N=c3s/c(=C\c4cc(C)n(C)c4C)c(=O)n32)c(OC)c1 (stereo not drawn),84.6%[activator],-6.6%,25.5%,12.4,12.1%,8.8,1.5%,i,-9.2%
COc1cc2c(cc1OC)C1C/C(=N\O)C(CC(C)C)CN1CC2 (stereo not drawn),-15.4%,-1.2%,-18.7%,1.4,-27.0%,-0.6,-1.1%,i,-0.2%
COc1ccc(S(=O)(=O)N2CCCN(CC(=O)Nc3ccc4c(c3)OCO4)CC2)cc1,-16.8%,17.0%,9.4%,0.2,?,-2.2,-0.4%,-6.9%[57.5 µM],-7.6%
CCCc1cc(=O)[nH]c(SCC(=O)N2CCCCCC2)n1,1.8%,-6.6%,-10.6%,0.7,16.9%,1.4,-3.4%,-29.7%,-2.0%
c1ccc(-c2csc(CN3CCCCC3)n2)cc1,-0.4%,3.6%,-7.6%,3.1,?,-0.6,16.6%,-11.1%,4.0%
Cc1ccn2c(=O)c(NC(=O)COc3ccccc3)c(C)nc2c1,8.8%,8.6%,-0.2%,-2.2,20.9%,-4.0,-2.8%,i,0.8%
O=C(NCc1ccc(F)cc1)Nc1nnc([C@H]2C[C@H](O)[C@@H](CO)O2)s1,-5.5%,0.2%,5.1%,-6.7,25.7%,3.1,1.0%,i,-3.1%
CCCOc1ccc(F)cc1-c1cc(C(=O)NC(C)C)[nH]n1,2.1%,-4.9%,-15.4%,-1.8,-24.3%,-0.3,-4.1%,i,4.0%
O=C(/C=C/c1ccco1)NC1CCCC1,12.9%,7.5%,-1.4%,-20.4,17.1%,-0.8,1.5%,?,-7.9%
CC[N+]1(CC)CC2CCC(C)(C1)C2(C)C (stereo not drawn),14.4%,-6.0%,3.0%,5.7,20.2%,1.9,-2.0%,-1.1%,-5.8%
CCOc1ccc(N2C(=O)CC(S/C(N)=N/N=C/c3cccs3)C2=O)cc1 (stereo not drawn),3.7%,-12.0%,-6.2%,-2.9,11.1%,0.5,-2.8%,i,-3.2%
Cc1cc(C)c2oc(=O)cc(CN3CCN(Cc4ccc5c(c4)OCO5)CC3)c2c1,6.5%,?,7.3%,4.3,-11.8%,1.0,-13.1%,i,-5.5%
CC(=O)NC(CCCN1C(=O)c2ccccc2C1=O)c1nnn(C)n1 (stereo not drawn),-4.4%,1.0%,6.1%,-7.2,11.1%,-1.4,-2.5%,i,3.5%
COc1cc2c(cc1OC)CN(C(=O)c1cc(COc3ccccc3SC)on1)CC2,8.3%,-2.4%,-0.3%,3.6,-0.7%,0.1,-5.2%,-37.7%,4.4%
Cc1noc(C)c1S(=O)(=O)N(C)C[C@H]1Oc2c(NC(=O)C3CCCCC3)cccc2C(=O)N([C@H](C)CO)C[C@@H]1C,-6.4%,13.1%,-10.5%,6.2,17.0%,0.4,6.5%,-11.6%,-4.5%
NC(=S)N/N=C/c1cc([N+](=O)[O-])ccc1Cl,-7.7%,-3.1%,-1.3%,-0.8,1.9%,1.1,3.2%,i,-15.4%
CCOC(=O)C1C(=O)OC2(CCCCC2)C1C(=O)OCC (stereo not drawn),-0.2%,-0.3%,5.6%,.,7.1%,0.8,1.4%,i,-3.2%
COc1ccc(NC(=O)Nc2cccc3c2O[C@H](CN(C)S(=O)(=O)c2ccc(OC)cc2)[C@@H](C)CN([C@H](C)CO)C3=O)cc1,4.1%,?,-16.3%,-7.9,3.3%,0.6,-1.6%,-26.1%,-6.4%
CCCCn1c(=O)[nH]c(=O)c2c(C(=O)OCC)cc(-c3ccc(OC(F)F)cc3)nc21,4.4%,1.1%,0.2%,-5.4,9.3%,-2.1,4.5%,i,-8.8%
Cc1cccc(NCCC#N)c1,0.6%,1.3%,6.5%,2.0,6.8%,0.0,-5.5%,i,-10.5%
CN(C)S(=O)(=O)c1ccc(C(=O)NC(=O)CSc2nnnn2C)cc1,3.3%,1.5%,0.6%,-0.4,6.4%,0.5,-18.9%,i,4.0%
Cc1cccc2cc(CN(CCN(C)C)C(=S)NCc3ccco3)c(=O)[nH]c12,-15.3%,7.7%,-6.4%,-5.6,?,1.4,0.3%,-12.8%,-4.5%
CCOC(=O)c1ccc(NC(=O)COc2cc3oc(=O)c(CC(C)O)c(C)c3cc2Cl)cc1 (stereo not drawn),2.0%,-26.0%,14.7%,-2.0,0.5%,-0.8,2.3%,-22.4%,-4.6%
Cc1cccc(N(CC(=O)N2CCCC2)S(=O)(=O)c2ccccc2)c1C,-21.3%,2.2%,5.8%,.,1.0%,0.2,1.0%,i,-9.5%
CS(=O)(=O)N(CC(=O)N1CCN(Cc2ccccc2)CC1)c1ccccc1F,3.4%,-10.3%,6.0%,5.1,1.7%,-0.6,8.9%,-2.6%,-18.1%
CCCc1ccc(C(=O)NC(=O)c2ccccc2O)cc1,-13.1%,-5.8%,-4.5%,-8.8,?,-4.5,-0.7%,-28.3%,0.7%
CCOC(=O)C(C)On1c(-c2ccccc2)nc2ccc([N+](=O)[O-])cc21 (stereo not drawn),2.9%,2.1%,12.8%,-0.7,-20.4%,-0.1,12.0%,-10.7%[57.5 µM],-14.0%
COc1ccc2oc(CS(=O)c3ccccc3)c(C(=O)O)c2c1 (stereo not drawn),10.1%,10.8%,2.0%,-0.1,9.7%,0.6,-4.6%,i,-12.5%
CC(=O)NNC(=O)CC(=O)Nc1nc(C23CC4CC(CC(C4)C2)C3)cs1,-5.1%,-8.6%,-3.4%,2.2,?,-1.3,0.2%,-10.1%,-11.2%
O=C(CSc1nnc(-c2cccc(F)c2)o1)N1CCOCC1,-4.1%,18.7%,12.8%,2.0,1.3%,0.5,12.5%,i,-3.9%
COc1ccccc1NC(=O)CSCc1cc(=O)n2c(C)csc2n1,-1.8%,-0.7%,-10.1%,-0.3,10.5%,-1.6,8.1%,-14.4%,-5.7%
Cc1ccc(NS(=O)(=O)c2cccc(C(=O)O)c2)c(C)c1,8.7%,17.3%,-1.2%,.,6.0%,-1.7,4.5%,-2.8%[57.5 µM],-0.3%

# Entries listed so far that contain a nitro group on carbon:
SMILES,GLP1R cytotox,EPAC1 antag,EPAC1 agonist,PI5P4K alpha inh,GLP1R inv ag,IL-2 act,GLP-1R agonist,PTHR1 ag,PLK1 PBD block
NC(=S)N/N=C/c1cc([N+](=O)[O-])ccc1Cl,-7.7%,-3.1%,-1.3%,-0.8,1.9%,1.1,3.2%,i,-15.4%
CCOC(=O)C(C)On1c(-c2ccccc2)nc2ccc([N+](=O)[O-])cc21 (stereo not drawn),2.9%,2.1%,12.8%,-0.7,-20.4%,-0.1,12.0%,-10.7%[57.5 µM],-14.0%

# (listing goes on)
SMILES,GLP1R cytotox,EPAC1 antag,EPAC1 agonist,PI5P4K alpha inh,GLP1R inv ag,IL-2 act,GLP-1R agonist,PTHR1 ag,PLK1 PBD block
CN(C)/C=N/c1cc(=O)n(C)c(=O)n1Cc1ccccc1,0.8%,0.3%,-24.0%,-8.2,12.2%,0.5,1.2%,-9.7%,-5.0%
C=CCNC(=O)CN1CCC(n2c(C)nc3cc(C(F)(F)F)ccc32)CC1,14.1%,-8.6%,3.8%,6.2,9.7%,-1.9,16.0%,-17.3%,-0.2%
Cc1ccc(CNc2nc(Cl)c(C#N)s2)cc1,-1.4%,-26.5%,-17.4%,?,19.3%,-1.7,18.9%,-9.5%,-5.9%
COc1ccc(NS(=O)(=O)c2ccc3c(c2)NC(=O)CCS3)cc1Cl,?,1.7%,-2.9%,3.1,-20.6%,2.1,-3.3%,i,-3.5%
